# SKKanGAS inh: S. pyogenes SKKanGAS growth inhibitors in kanamycin, primary screen, streptokinase expression inhibitor project, SKKanGAS strain, BacTiter-Glo luminescence. 6 h. inhibition, % at 7.5 µM. hit rate 1.3% among 300,000. AID 1662, 2009;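 active means mean replicate score, as percent of positive control median, at least 50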;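 further: strain carries kanamycin resistance gene driven by streptokinase promoter and grows in 40 µg/ml kanamycin; loss of luminescence reflects streptokinase promoter inhibition or plain growth inhibition; 0% = median of DMSO wells and 100% = positive control at its reference dose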
# TRPC6 act: mouse TRPC6 channel activators, primary screen, cell-based, HEK293, membrane potential dye; Short transient receptor potential channel 6 (Mus musculus), Q61143; HEK293-TRPC6 membrane potential dye fluorescence; hits give high values; B-score at 10 µM; hit rate 0.13% among 310,000;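 active means B-score of the integrated fluorescence ratio above library mean plus 3 SD, and starting fluorescence ratio within library mean plus 5 SD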;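 further: higher score means more depolarization so channel activation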
# IEC-6 cytotox: cytotoxicity in IEC-6 intestinal epithelial cells, primary screen, cytotoxicity control for KLF5 inhibitor project, cell-based, luminescence | IEC-6 cytotoxicity, luminescence viability | inhibition, % at 5 µM | hit rate 0.78% among 290,000 | AID 1825, 2009; in the data active means inhibition above about 22%;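 further: 0% = plate median of test compound wells and 100% = cytotoxic reference compound wells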
# MrgX1 antagonist: antagonists of human MrgX1 receptor, primary screen, HEK293 cells, Fluo-4 calcium flux | BAM8-22 antagonism; hits give low values | hit rate 1.3% among 310,000 | B-score at 10 µM | Mas-related G-protein coupled receptor member X1 (Homo sapiens), Q96LB2;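 active means calcium-response B-score plate-corrected more than 3 library SD below zero, starting fluorescence within 5 deviations, no agonist response on first addition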;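 further: peak minus trough fluorescence over baseline after final BAM8-22 challenge near maximal dose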
# TRPC4 act: activators of mouse TRPC4 channel, primary screen, Fluo4 calcium, HEK293 TRPC4beta/mu-opioid cells; Short transient receptor potential channel 4 (Mus musculus), Q9QUQ5; B-score at 10 µM; Fluo4 calcium fluorescence; hits give high values; AID 2237, 2010; hit rate 0.49% among 310,000;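 active means B-score above 5 SD of library B-scores, and initial fluorescence ratio not above library mean plus 5 SD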;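 further: positive B-score marks a calcium rise read as TRPC4 activation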
# Target sequence (Q9QUQ5 whole entry, looked up): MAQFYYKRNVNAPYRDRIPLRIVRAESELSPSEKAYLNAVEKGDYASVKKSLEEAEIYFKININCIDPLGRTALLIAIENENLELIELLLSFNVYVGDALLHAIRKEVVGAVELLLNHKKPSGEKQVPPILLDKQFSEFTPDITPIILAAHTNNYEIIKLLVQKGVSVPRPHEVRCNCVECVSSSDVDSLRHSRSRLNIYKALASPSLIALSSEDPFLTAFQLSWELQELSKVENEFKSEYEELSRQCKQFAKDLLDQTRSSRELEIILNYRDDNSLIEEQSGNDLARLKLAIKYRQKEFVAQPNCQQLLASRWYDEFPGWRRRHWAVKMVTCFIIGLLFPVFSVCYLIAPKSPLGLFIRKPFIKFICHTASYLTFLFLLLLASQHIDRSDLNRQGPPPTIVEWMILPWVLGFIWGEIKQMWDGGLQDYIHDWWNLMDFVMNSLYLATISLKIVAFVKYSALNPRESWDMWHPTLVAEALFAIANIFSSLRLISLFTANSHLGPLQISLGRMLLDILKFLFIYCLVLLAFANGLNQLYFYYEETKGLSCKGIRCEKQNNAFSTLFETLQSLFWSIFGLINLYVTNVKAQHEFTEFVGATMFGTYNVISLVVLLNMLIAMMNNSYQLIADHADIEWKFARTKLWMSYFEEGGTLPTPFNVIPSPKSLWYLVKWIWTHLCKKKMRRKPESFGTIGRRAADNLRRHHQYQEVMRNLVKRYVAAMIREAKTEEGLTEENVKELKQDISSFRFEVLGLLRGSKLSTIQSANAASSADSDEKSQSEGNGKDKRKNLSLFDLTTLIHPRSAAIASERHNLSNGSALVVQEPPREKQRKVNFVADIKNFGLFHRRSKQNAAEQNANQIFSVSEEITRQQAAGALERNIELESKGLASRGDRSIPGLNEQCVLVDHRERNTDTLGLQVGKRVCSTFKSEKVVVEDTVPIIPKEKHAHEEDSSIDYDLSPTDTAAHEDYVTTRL
#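 System: HEK293 cells stably co-expressing mouse TRPC4beta and mu-opioid receptor; Schedule: Fluo4 dye loading 45 min at room temperature, 110 s recording; Detection: Fluo4 fluorescence, kinetic; Evaluation: B-scored integrated calcium fluorescence ratio; Controls: buffer (low) and maximal DAMGO (high).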
# aSyn 5UTR inh: MLPCN primary screen, SNCA 5' untranslated region | alpha-synuclein 5'UTR reporter, inhibitor activity | hit rate 0.82% among 300,000 | inhibition, % (tested at 7.5 µM); in the data active means inhibition above about 60%;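 further: H4 neuroglioblastoma cells stably carrying SNCA 5'UTR luciferase fusion; 0% = DMSO wells and 100% = positive control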
# TRPC4 PAM: positive allosteric modulators of TRPC4, primary screen, cell-based, mouse TRPC4beta, HEK293 mu-opioid, Fluo-4 calcium; Short transient receptor potential channel 4 (Mus musculus), Q9QUQ5; DAMGO EC20, Fluo-4 Ca2+ flux; hits give high values; B-score at 10 µM; hit rate 0.42% among 310,000;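 active means B-score of calcium response area above 5 SD of library B-scores, with initial fluorescence ratio within 5 SD of library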;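 further: B-score of integrated fluorescence ratio over time as area under calcium response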
# TRPC6 inh: mouse TRPC6 channel inhibitors, primary screen, cell-based, HEK293, membrane potential dye; B-score at 10 µM; hit rate 1.1% among 310,000; ACh-evoked depolarization; hits give low values;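 active means B-score under library mean minus 3 SD, initial fluorescence not abnormally high, positive integrated signal ratio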;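 further: B-score derived from integrated fluorescence ratio over the kinetic read; more negative B-score means stronger inhibition of depolarization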
# KLF5 inhibitor: KLF5 expression inhibitors, primary screen, DLD-1 cells, luminescence; DLD-1 KLF5 promoter-luciferase reporter; inhibition, % at 5 µM; hit rate 0.23% among 290,000; AID 1700, 2009;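 active means inhibition above a per-plate limit of that plate's mean compound inhibition plus 3 SD, cut at about 60% in these data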;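 further: 0% = DMSO wells and 100% = LY294002 at 200 µM; higher means less KLF5 promoter-driven luciferase light; inactives centre near -14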
# TRPC4 inh: inhibitors of mouse TRPC4 channel, primary screen, Fluo4 calcium, HEK293 TRPC4beta/mu-opioid cells. B-score at 10 µM. DAMGO-evoked Fluo4 calcium flux; hits give low values. Short transient receptor potential channel 4 (Mus musculus), Q9QUQ5. hit rate 0.39% among 300,000;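 active means B-score over 3 SD under the library average, no early fluorescence shift, positive overall ratio signal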
#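 Test system – stable TRPC4beta/mu-opioid receptor HEK293 cells · Probe or stimulus – DAMGO, a submaximal dose followed by a maximal one · Dosing – one concentration per compound · Signal – Fluo4 calcium fluorescence by kinetic imaging, 5 s 1 Hz baseline · Evaluation – per-well B score of integrated baseline-normalized Fluo4 ratio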
# HIF activator: HIF pathway transcriptional activators, primary screen, cell-based, U2OS HRE-luciferase, luminescence. U2OS HRE-luciferase reporter; normalized: DMSO 0%, desferrioxamine 100%. activation, % at 7.5 µM (by protocol). hit rate 0.32% among 300,000;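 active means mean activation of at least 10% of the iron chelator positive control signal, with at least half of replicates also reaching 10%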
# Starred values were filed as active, the others as inactive; i = inactive; / = no result given. Rows were taken by chance. Share with any hit: about 5.8%.
SMILES,SKKanGAS inh,TRPC6 act,IEC-6 cytotox,MrgX1 antagonist,TRPC4 act,aSyn 5UTR inh,TRPC4 PAM,TRPC6 inh,KLF5 inhibitor,TRPC4 inh,HIF activator
O=C1c2ccccc2C(O)(c2ncc[nH]2)N1CCc1ccccc1 (stereo unspecified),-4,i,-8,i,i,-40,i,i,-22,i,0.4
CCOC(=O)C1(CCCc2ccccc2)CCN(C(=O)CCN2CCCCC2=O)CC1,-7,i,4,i,i,14,i,i,32,i,-0.1
COC(=O)C(Cc1ccc(O)cc1)NC(=O)NC12CC3CC(CC(C3)C1)C2 (stereo unspecified),3,i,9,i,i,4,i,i,0,i,0.1
O=C(CCc1nnc(CCCCc2ccccc2)o1)NCCn1cccn1,3,i,3,i,i,-1,i,i,0,i,0.0
Cc1ccc(-n2c(C)cc(C3N=C(N)Nc4nc5ccccc5n43)c2C)c(C)c1 (stereo unspecified),42,i,4,i,i,17,i,i,-7,i,-2.2
COc1cc(C(=O)OCc2cc3ccccc3[nH]c2=O)cc(OC)c1OC,-1,i,-2,i,i,12,i,i,-13,i,0.0
Cc1c(O)ccc(/C=N/Nc2ncccc2[N+](=O)[O-])c1O,8,i,6,i,i,-39,i,i,-21,i,8.4
Cc1ccc(C)c(OCCn2nnc3ccccc32)c1,11,i,-4,i,i,-70,i,i,-27,i,2.7
CC(Oc1ccc(Cl)cc1Cl)C(=O)Nc1ncccn1 (stereo unspecified),4,i,-3,i,i,-13,i,i,-3,i,0.7
C/C(=N/NC(=O)c1nnn(-c2nonc2N)c1COc1ccccc1)c1ccc(O)cc1,-2,i,-8,i,i,9,i,i,-17,i,-0.3
CN1CCC(CN)(N2CCN(c3ccccc3)CC2)CC1,-3,i,-5,i,i,-10,i,i,-10,i,0.4
CN1CCCN(C(=O)c2cccc(Cl)c2)CC1,-1,i,4,i,i,12,i,i,1,i,2.2
O=S1(=O)N=C(N(Cc2cccs2)c2ccc(O)cc2)c2ccccc21,2,i,0,i,i,11,i,i,6,i,-0.7
C=CCOc1ccc(C2NC(=S)NC(C)=C2C(=O)c2ccccc2)cc1OC (stereo unspecified),5,i,3,i,i,8,i,i,-16,i,-0.5
Cc1nn2c(=O)cc(CSc3ccccc3NC(=O)c3ccccc3)nc2s1,6,i,1,i,i,2,i,i,5,i,-0.5
Cc1cc(NC(=O)CSc2nnc(-c3ccccc3)n2Cc2ccco2)no1,-18,i,-3,i,i,19,i,i,-10,i,-0.5
CC(CN(C)Cc1ccccc1)OC(=O)c1cccc(F)c1 (stereo unspecified),-1,i,-1,i,i,5,i,i,-25,i,-0.1
CNC(=S)NNc1ccccc1[N+](=O)[O-],0,i,-4,i,i,-13,i,i,-43,i,-0.3
O=C(/C(C=Nc1cc2c(oc1=O)CCCC2=O)=C(\O)c1ccccc1)c1ccccc1,-3,i,-7,i,i,-53,i,i,-26,i,3.4
Nn1c(SCC(=O)N2CCOCC2)nnc1-c1ccc(Cl)cc1Cl,0,i,-1,i,i,-10,i,i,-6,i,-0.5
CCC(=O)Nc1ccc(Nc2nc(C)c([N+](=O)[O-])c(Nc3ccc(NC(=O)CC)cc3)n2)cc1,66*,i,7,i,i,50,i,i,-22,i,-1.6
Cc1nn(CC(=O)NCCN2CCCCC2C)c(=O)c2cc(-c3ccccc3)nn12 (stereo unspecified),0,i,-1,i,i,-12,i,i,-32,i,-0.1
CCCCN(c1ccccc1)S(=O)(=O)N(C)C,-4,i,-4,i,i,6,i,i,-43,i,0.1
COc1ccc(N/C=C/C(=O)C(C)(C)C)cc1,-17,i,-2,i,i,-18,i,i,-8,i,2.1
COc1ccc(Cc2nnc(SCC(=O)Nc3ccc(C)cc3C)[nH]c2=O)cc1,17,i,/,i,i,10,i,i,/,i,0.1
COc1cc(C(=O)O)ccc1Cl,-3,i,2,i,i,2,i,i,-1,i,0.2
CCOC(=O)C1CCN(CCC(=O)Nc2cccc(Cl)c2C)CC1,-2,i,0,i,i,-27,i,i,-31,i,-0.3
C=CCn1c(-c2cccnc2Cl)nc2cc(Cl)c(Cl)cc21,3,i,2,i,i,-50,i,i,-40,i,0.7
COc1ccc(CNC(=O)[C@H](NC(=O)C2CCN(C(=O)[C@@H](N)CCSC)CC2)C(C)C)cc1,-7,i,2,i,i,-1,i,i,-21,i,0.2
COc1ccc([N+](=O)[O-])cc1NC(=O)COC(C)=O,15,i,0,i,i,0,i,i,3,i,1.2
CC(C)c1cc(N2CCC(=O)NC2=O)cc(C(=O)O)c1O,-3,i,3,i,i,11,i,i,-19,i,-0.3
COc1ccc(-c2nc(CN3CCC(C(=O)NCC4CCCO4)CC3)c(C)o2)cc1OC (stereo unspecified),3,i,-1,i,i,-5,i,i,-20,i,-0.2
CCOC(=O)c1sc(=NC(=O)COc2ccc(Cl)cc2)n(C)c1C,6,i,-8,i,i,7,i,i,-34,i,-0.1
COc1ccc(N(CC(=O)Nc2cccc(C(F)(F)F)c2)S(=O)(=O)c2c(C)[nH]c(=O)[nH]c2=O)cc1,12,i,-1,i,i,-10,i,i,-10,i,-0.6
Cc1nnc(N2C(=O)C(O)=C(C(=O)c3ccco3)C2c2cccc([N+](=O)[O-])c2)s1 (stereo unspecified),10,i,-1,i,i,11,i,i,-11,i,-1.1
O=C(O)C1CCCN(S(=O)(=O)c2ccc(Br)s2)C1 (stereo unspecified),0,i,-2,i,i,8,i,i,-14,i,0.0
COCCCn1c(=O)c2sccc2n2c(CCCC(=O)NCc3cccc(OC)c3)nnc12,3,i,8,i,i,-9,i,i,-16,i,-0.3
COc1cccc(-c2nc3sc4c(c3c(=O)[nH]2)CCCCC4)c1,15,i,-2,i,i,-267,i,i,-24,i,0.6
COc1ccc(CCNS(=O)(=O)c2cn(C)c(=O)n(C)c2=O)cc1OC,-3,i,3,i,i,3,i,i,-69,i,0.2
COC(=O)Nc1ccc(SCC(=O)c2ccccc2)cc1,10,i,-2,i,i,-60,i,i,-8,i,1.9
O=C(O)c1cccnc1NC1CCCC1,0,i,-5,i,i,-1,i,i,-20,i,-0.5
CCCCNC(=O)NS(=O)(=O)c1ccc(NC(=O)CCC(=O)c2cccs2)cc1,2,i,-2,i,i,5,i,i,-32,i,-0.5
CCCCCC(=O)NC(=S)Nc1ccc(NC(=O)c2ccco2)cc1,9,i,5,i,i,-37,i,i,14,i,0.0
Cc1ccccc1N(CC(=O)Nc1ccccc1C(=O)O)S(C)(=O)=O,-2,i,2,i,i,-13,i,i,-20,i,1.6
c1cc2c(cc1C1=NNC(=NC3CC3)SC1)OCCO2,5,i,4,i,i,111*,i,i,79*,i,-1.2
COc1ccc(-c2nnc(NC(=O)C(C)C)s2)c(OC)c1,-10,i,-8,i,i,-101,i,i,-35,i,2.2
COc1ccc(/C=C/C(=O)OCC(=O)NCc2ccco2)c(OC)c1,-4,i,-9,i,i,-9,i,i,-17,i,0.6
CCCCN(C(=O)CCNC(=O)NC12CC3CC(CC(C3)C1)C2)c1c(N)n(CCCC)c(=O)[nH]c1=O,7,i,/,i,i,-4,i,i,/,i,-0.1

# Shown with tabs: six of the compounds above.
smiles	SKKanGAS inh	TRPC6 act	IEC-6 cytotox	MrgX1 antagonist	TRPC4 act	aSyn 5UTR inh	TRPC4 PAM	TRPC6 inh	KLF5 inhibitor	TRPC4 inh	HIF activator
Nn1c(SCC(=O)N2CCOCC2)nnc1-c1ccc(Cl)cc1Cl	0	i	-1	i	i	-10	i	i	-6	i	-0.5
COc1ccc(-c2nnc(NC(=O)C(C)C)s2)c(OC)c1	-10	i	-8	i	i	-101	i	i	-35	i	2.2
C=CCn1c(-c2cccnc2Cl)nc2cc(Cl)c(Cl)cc21	3	i	2	i	i	-50	i	i	-40	i	0.7
CN1CCCN(C(=O)c2cccc(Cl)c2)CC1	-1	i	4	i	i	12	i	i	1	i	2.2
CC(C)c1cc(N2CCC(=O)NC2=O)cc(C(=O)O)c1O	-3	i	3	i	i	11	i	i	-19	i	-0.3
CCCCN(C(=O)CCNC(=O)NC12CC3CC(CC(C3)C1)C2)c1c(N)n(CCCC)c(=O)[nH]c1=O	7	i	/	i	i	-4	i	i	/	i	-0.1

# Next results follow:
SMILES,SKKanGAS inh,TRPC6 act,IEC-6 cytotox,MrgX1 antagonist,TRPC4 act,aSyn 5UTR inh,TRPC4 PAM,TRPC6 inh,KLF5 inhibitor,TRPC4 inh,HIF activator
CCOC(=O)NC(=O)/C(C#N)=N/Nc1ccc(F)cc1,-5,i,-4,i,i,14,i,i,-23,i,-0.1
Cc1ccc(C(=O)NCCCNC(=O)COc2ccc(C)c(C)c2)cn1,-4,i,0,i,i,30,i,i,-18,i,0.6
CCC(=O)N1CCc2cc(S(=O)(=O)NCCC(=O)NCc3ccccc3Cl)ccc21,6,i,8,i,i,9,i,i,-15,i,-0.2
CCSc1nnc2n1C(C)(C)Cc1ccccc1-2,5,i,-5,i,i,-10,i,i,-25,i,0.1
COCCN(CCOC)C(=S)Nc1ccccc1,-1,i,-2,i,i,3,i,i,-33,i,0.4
CN(CC(=O)Nc1ccccc1C(F)(F)F)C(=O)c1cc(-c2cccs2)nn1-c1ccccc1,2,i,/,i,i,11,i,i,/,i,0.0
CC1=CC(C)C2C(=O)N(c3ccccc3)NC(=O)C2C1 (stereo unspecified),1,i,-4,i,i,-4,i,i,-4,i,0.0
Cc1ccc(N2CCN(S(=O)(=O)c3nnc(NC(=O)c4ccco4)s3)CC2)cc1,30,i,1,i,i,-13,i,i,-18,i,-0.1

# Screening results (PubChem)
